Eya2 inh = qHTS Assay for Inhibitors of the Phosphatase Activity of Eya2. 330,000 compounds, 0.006% hits. Protein phosphatase EYA2 (Homo sapiens), O00167. recombinant Eya2, OMFP fluorescence dephosphorylation (OMFP is methylfluorescein phosphate). Potency, µM (top dose mostly 76.9 µM), for inactives: at the top dose activity, negative = inhibition, hits mostly inhibitors; further: potency means the concentration at half of the fitted maximal effect; on the % scale 0 is the no-effect control and ±100 the full control effect
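Eya2 protein (added as 0.2 uM solution) was preincubated with compound for 10 min at ambient temperature in 50 mM HEPES pH 7.5, 50 mM NaCl, 5 uM MgCl2, 0.05% BSA, 1 mM DTT. OMFP (added at 50 uM) then reacted 10 min; fluorescence read at 485/525 nm.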
Menin MLL FP TR = qHTS Assay for Inhibitors Targeting the Menin-MLL Interaction in MLL Related Leukemias: Competition With Texas Red Labeled MLL-derived Mutant Peptide | O00255 | Menin + Texas Red MLL mutant peptide, fluorescence polarization | Potency, µM (highest dose often 61.6 µM), inactives show top-dose FP activity change, negative = inhibition, most hits filed as inhibitors | 270,000 compounds, 0.23% hits; active means well fitted inhibition curve with a large enough effect in the polarisation, with a control signal flat, not every such curve was filed as active; inconclusive means small, poorly fitted or top-dose-only effect, or effect the other way, or a change in a side signal; inactive means no such curve, though single readings can be large or run the other way; the % refers to the polarisation; further: potency means the concentration at half of the fitted maximal effect; % of control where 0% means no effect; many of its hits are not listed in these tables
S-ASM inh = Inhibitors of Secretory Acid Sphingomyelinase (S-ASM): qHTS; placental ASM, HMU-PC fluorogenic substrate, 60 min; 340,000 compounds, 0.006% hits; Sphingomyelin phosphodiesterase (Homo sapiens), P17405; Potency, µM (titrated, usually from 57.5 µM), without a hit: at the highest dose activity change, negative = inhibition, hits mostly inhibitors; AID 504937, 2011; further: potency means the concentration at half of the fitted maximal effect
Target sequence (P17405 47-631 limits assumed): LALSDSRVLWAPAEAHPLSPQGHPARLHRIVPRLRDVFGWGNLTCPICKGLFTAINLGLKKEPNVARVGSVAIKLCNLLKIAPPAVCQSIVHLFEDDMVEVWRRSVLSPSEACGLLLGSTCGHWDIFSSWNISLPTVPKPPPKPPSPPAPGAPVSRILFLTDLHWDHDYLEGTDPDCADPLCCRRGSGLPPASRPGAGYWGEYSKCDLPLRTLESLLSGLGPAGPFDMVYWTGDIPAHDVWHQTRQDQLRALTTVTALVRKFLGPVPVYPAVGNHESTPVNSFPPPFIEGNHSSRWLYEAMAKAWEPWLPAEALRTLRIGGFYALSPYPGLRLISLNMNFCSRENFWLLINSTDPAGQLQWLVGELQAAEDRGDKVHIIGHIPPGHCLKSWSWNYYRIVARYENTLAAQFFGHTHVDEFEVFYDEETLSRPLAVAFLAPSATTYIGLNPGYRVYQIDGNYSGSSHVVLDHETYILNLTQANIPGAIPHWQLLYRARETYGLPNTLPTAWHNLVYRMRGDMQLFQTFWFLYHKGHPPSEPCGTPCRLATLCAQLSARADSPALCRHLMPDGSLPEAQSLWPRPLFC
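Human placenta-derived ASM preincubated with compound 10 min at room temperature, then reacted with 9 uM (final) fluorogenic HMU-PC substrate for 60 min at 37 C. Stop solution raises pH to 10; fluorescence read at Ex 386/Em 447 nm.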
MBNL1 CUG block = qHTS Assay for Inhibitors of MBNL1-poly(CUG) RNA binding. TR-FRET MBNL1-His/biotin-(CUG)12 binding, 665/545 ratio. 280,000 compounds, 0.036% hits. Potency, µM (series often up to 57.5 µM), without a hit: at the top dose activity change, negative = inhibition, actives largely listed as inhibitors. Muscleblind-like protein 1 (Homo sapiens), Q9NR56; active means well fitted inhibition curve with a large enough effect in the signal ratio, with a control signal flat, not every such curve was filed as active; inconclusive means small, poorly fitted or top-dose-only effect, or effect the other way, or a change in a side signal; inactive means no such curve, though single readings can be large or run the other way; the % refers to the signal ratio; further: potency means the concentration at half of the fitted maximal effect; on the % scale 0 is the no-effect control and ±100 the full control effect
Target sequence (Q9NR56 whole entry, looked up): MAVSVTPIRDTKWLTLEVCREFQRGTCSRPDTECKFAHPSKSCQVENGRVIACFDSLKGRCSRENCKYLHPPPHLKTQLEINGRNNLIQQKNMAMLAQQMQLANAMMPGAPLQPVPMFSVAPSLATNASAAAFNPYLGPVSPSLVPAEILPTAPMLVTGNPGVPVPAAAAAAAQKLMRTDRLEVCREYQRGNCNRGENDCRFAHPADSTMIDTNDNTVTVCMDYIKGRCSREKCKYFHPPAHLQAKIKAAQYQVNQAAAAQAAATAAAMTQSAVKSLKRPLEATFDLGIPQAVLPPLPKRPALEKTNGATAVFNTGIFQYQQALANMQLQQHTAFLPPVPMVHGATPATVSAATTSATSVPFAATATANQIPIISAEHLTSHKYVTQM
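Compounds (final 92 nM to 58 uM) are added to His-tagged MBNL1 and biotin-(CUG)12, then terbium anti-His antibody and streptavidin-XL665 (5 nM final). After 60 min at room temperature, the 665/545 nm ratio is read.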
TSHR antagonist = Antagonists of the Thyroid Stimulating Hormone Receptor: HTS campaign; TSHR-expressing cells, TSH-stimulated cAMP HTRF, 2 h; stronger effect = lower value; activity change, negative = inhibition, % at 11.5 µM; 330,000 compounds, 0.2% hits;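 active means activity change below a set negative limit, meaning inhibition stronger than a set level, cut at about -70% in these data; inconclusive means activity change between two set negative limits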; further: on the % scale 0 is the no-effect control and ±100 the full control effect
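TSHR-expressing cells, 200/well, pre-treated with compound, then stimulated with EC80 TSH (4nM final) for 2 hours at 37 deg C. cAMP measured by competitive HTRF: anti-cAMP cryptate antibody in lysis buffer plus cAMP-d2, read after 30 minutes at room temperature.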
PKM2 act = qHTS Assay for Activators of Human Muscle isoform 2 Pyruvate Kinase | 260,000 compounds, 0.34% hits | Potency, µM (titrated, usually from 57.5 µM), for inactives: top-dose activation, most hits filed as activators | purified PKM2, Kinase-Glo ATP luminescence, activation; response scale: 0% is enzyme alone, no compound; further: potency means the concentration at half of the fitted maximal effect; on the % scale 0 is the no-effect control and ±100 the full control effect; nearly all actives have a fitted effect of over 55% in size
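Kinase-Glo luminescence reports ATP generated from ADP (0.1 mM) and PEP (0.5 mM) by purified hPK-M2 after 1 h at room temperature, pH 7.2 imidazole buffer; intermediate enzyme activity allows detecting inhibitors and activators.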
USP2a block = qHTS Assay for Inhibitors of Ubiquitin-specific Protease USP2a Using CHOP2 as the Reporter; Ubiquitin carboxyl-terminal hydrolase 2 (Homo sapiens), O75604; USP2 core, Ub-CHOP2 coupled fluorogenic reporter, 485/531; Potency, µM (doses to about 38.3 µM), without a hit: at the top dose activity change, negative = inhibition, hits mostly inhibitors; 330,000 compounds, 0.01% hits; AID 463254, 2010;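 further: potency means the concentration at half of the fitted maximal effect; plate controls were DMSO wells for no effect and full inhibition by NEM control for full effect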
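Deubiquitinase activity read as fluorescence (485/531 nm) after Ub-CHOP2 cleavage activates the enterokinase reporter on its substrate; USP2 core 10nM, Ub-CHOP2 and substrate 25nM each, 30min compound preincubation then 60min RT; data normalized to NEM, curves fitted.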
BCR signal inh = qHTS Assay to Find Inhibitors of Chronic Active B-Cell Receptor Signaling. ABC-DLBCL IkBa-CBG/CBR reporter, luminescence ratio, 4 h. Potency, µM (series often up to 46.1 µM), for the others: at the highest dose ratio change, negative = lower green/red ratio, usual class: inhibitors. 340,000 compounds, 0.05% hits. AID 493014, 2011; active means well fitted inhibition curve with a large enough effect in the signal ratio, with a control signal flat, not every such curve was filed as active; inconclusive means small, poorly fitted or top-dose-only effect, or effect the other way, or a change in a side signal; the % refers to the signal ratio;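 further: potency means the concentration at half of the fitted maximal effect; plate controls were basal doxycycline-induced cells for no effect and cells given 10 µM MG132 for full effect; MG132 reads +100%, hits lower the ratio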
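Doxycycline induced both beetle luciferases in TMD8 lymphoma cells; IKK-driven degradation limits the IkappaBalpha-fused green signal, while red luminescence normalises for cell number and nonspecific effects. Compounds tested up to 46 uM, 4 hrs.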
Mito fusion yeast = qHTS Assay for Small Molecule Inhibitors of Mitochondrial Division or Activators of Mitochondrial Fusion. 320,000 compounds, 0.23% hits. AID 485298, 2010. S. cerevisiae fusion-defective mutant growth rescue, CellTiterGlo 48 h. Potency, µM (highest dose often 46.1 µM), inactives show at the top dose growth rescue (activation), most hits filed as activators;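 further: potency means the concentration at half of the fitted maximal effect; % of control where 0% means no effect; nearly all actives have a fitted effect of over 45% in size; temperature-sensitive fusion mutants such as fzo1-1 at 37 °C on non-fermentable ethanol glycerol medium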
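S. cerevisiae fusion-defective temperature-sensitive mutants (e.g. fzo1-1, mgm1-5) grown 48 h at 37C in YPEG (ethanol/glycerol non-fermentable) medium with 23 nl compound per well; growth rescue read as CellTiterGlo luminescence.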
GALK inhibitor = qHTS Assay for Inhibitors of Human Galactokinase (GALK); P51570; Purified GALK, Kinase-Glo residual ATP luminescence; Potency, µM (highest dose often 57.5 µM), for the others: at the top dose activity change, negative = inhibition, hits mostly inhibitors; 270,000 compounds, 0.007% hits; further: potency means the concentration at half of the fitted maximal effect; on the % scale 0 is the no-effect control and ±100 the full control effect
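Luminescence from leftover ATP (Ultra-Glo luciferase/luciferin) served as read-out after a 1 h room-temperature reaction of 5 nM GALK with 35 uM ATP and 100 uM galactose.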
hERG WT inh = qHTS for Inhibitors of KCHN2 3.1: Wildtype qHTS; activity change, % at 1.84 µM; AID 720551, 2013; 340,000 compounds, 0.37% hits; U2OS, BacMam KCNH2, thallium flux FluxOr; stronger effect = lower value;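 active means maximum activity change below -70%; inconclusive means maximum activity change between -70% and -50%; inactive means maximum activity change above -50%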; further: on the % scale 0 is the no-effect control and ±100 the full control effect
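U2OS cells were transduced with wild-type KCNH2 virus (2.03 x 10^8 / mL) for 4 h at room temperature, then cultured overnight at 37 C. Thallium flux was read with FluxOr dye. Rate constants were normalized to DMSO controls.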
* hit, by the source's call; i = inactive; ? = inconclusive; . = no result given; [ ] = remark or other dose. Unless noted, the call rests on the fitted dose curve; in most records, active means well fitted curve in the direction sought with a large enough effect; inconclusive means small, poorly fitted or top-dose-only effect, or another doubt; inactive means no such curve, though single readings can be large; an effect the other way counts as inactive or inconclusive.

SMILES	Eya2 inh	Menin MLL FP TR	S-ASM inh	MBNL1 CUG block	TSHR antagonist	PKM2 act	USP2a block	BCR signal inh	Mito fusion yeast	GALK inhibitor	hERG WT inh
COCCN1C(=O)c2ccccc2C(C(=O)NCCCN2CCCC2=O)C1c1c[nH]c2ccccc12 (configuration not stated)	3%	14%	2%	-12%	23	0%	0%	-4%	0%	0%	-5
O=C(CSc1nnc(-c2ccncc2)o1)Nc1ccccc1C(F)(F)F	-3%	.	.	-1%	6	6%	3%	4%	-2%	-9%	-5
COc1cc2ccccc2cc1C(=O)NC(=S)Nc1cc(C(=O)O)ccc1C	-21%	23%	8%	-1%	-7	-1%	0%	-6%	1%	3%	-3
Cc1cc(C)n(C(=O)CCCC(=O)n2nc(C)cc2C)n1	20%	0%	1%	-7%	6	-4%	3%	6%	5%	5%	-6
CCOc1ccc(NCc2cccn2-c2nnc(N3CCC(C(=O)NCCCN4CCCCC4C)CC3)s2)cc1 (configuration not stated)	6%	-27%	-1%	3%	-15	-4%	0%	0%	8%	-2%	16
CCOc1ccccc1N(CC(=O)NC1CCCCC1)C(=O)CCC(=O)Nc1nccs1	0%	-22%	0%	-5%	-5	.	-1%	?	4%	-3%	-24
COC(=O)c1ccc(NC(=O)CN2CCOCC2)cc1	3%	-4%	3%	0%	7	-3%	-1%	-2%	1%	4%	-2
CC(=O)N1CCN(CC(C)(C)NS(=O)(=O)c2ccc(C)cc2)CC1	1%	.	4%	0%	3	-3%	3%	4%	4%	-8%	-5
CC(=O)Nc1cccc(-c2cn3ccccc3n2)c1	-5%	-10%	-2%	3%	-2	-4%	4%	2%	-1%	5%	4
O=C(CCC(=O)OCC(=O)c1cccc([N+](=O)[O-])c1)Nc1cccc(Cl)c1Cl	-13%	7%	-8%	17%	2	-8%	2%	15%	-1%	0%	2
COC(=O)CSc1nc(NCC(C)C)nc(N2CCOCC2)n1	-11%	-3%	7%	-2%	-3	-4%	1%	1%	-4%	0%	-7
Cc1ccc(-c2csc(N(CCCN3CCOCC3)C(=O)c3ccco3)n2)cc1	-4%	9%	-5%	118%[activator]	-4	2%	-10%	0%	10%	1%	-12
COC(=O)Cc1ccc(NC(=S)NNC(=O)c2ccccc2Br)cc1	1%	-2%	4%	-8%	4	0%	2%	?	-1%	0%	-2
Cc1cc(NC(=O)CSc2nc3c(cnn3-c3cccc(Cl)c3)c(=O)[nH]2)no1	6%	.	0%	.	.	.	7%	3%	.	.	-35
Cc1ccc(S(=O)(=O)CC2CSc3nc(N)cc(=O)n32)cc1 (configuration not stated)	-19%	4%	3%	-1%	-10	26%	1%	-1%	6%	7%	17
Cc1noc(C)c1C(=O)NCCc1ccccc1	-9%	-9%	1%	-8%	7	-3%	-1%	-2%	-1%	-3%	2
Clc1cccc(/C=N/N2CCN(Cc3ccccc3)CC2)c1	0%	-1%	2%	1%	5	0%	2%	?	-4%	5%	3
O=C(OCC(=O)N1CCC(Cc2ccccc2)CC1)c1ccccc1	-7%	-3%	-2%	.	-2	-4%	0%	-10%	17%	11%	2
CCc1ccc2c(c1)cc(CN(C(=S)Nc1ccccc1)C1CC1)c1nnnn12	1%	-28%	-4%	1%	9	-25%	1%	3%	10%	0%	6
O=C(NC(=S)Nc1ccc(Br)cn1)c1cccs1	-19%	-28%	4%	-5%	-2	1%	1%	?	3%	-3%	.
O=C(COc1coc(CN2CCc3ccccc32)cc1=O)NCCc1ccccc1	5%	.	1%	.	-8	.	0%	-1%	7%	.	6
Cc1cccc(C)c1OCC(=O)Nn1c(=O)[nH]c2ccccc2c1=O	5%	-7%	-2%	-3%	33	8%	0%	-1%	3%	0%	i
O=C(NC1CCCCC1)C12CC3CC(CC(Cl)(C3)C1)C2	-1%	-2%	1%	0%	-9	2%	5%	0%	8%	1%	-3
NC(=O)c1nc[nH]c1C(=O)Nc1cccc(NC(=O)c2cccc(C(F)(F)F)c2)c1	18%	.	0%	.	-3	.	1%	5%	.	.	-1
Cc1cccc(OCCCC(=O)NNC(=O)c2ccncc2)c1	7%	.	-1%	.	2	.	1%	3%	-1%	.	-6
Cc1ccc(S(=O)(=O)N2CC(C)N(C(=O)N3CCOCC3)C2)cc1 (configuration not stated)	-7%	5%	6%	-6%	-1	.	-2%	4%	?	-3%	-1
CN1CCN(c2ccc(S(=O)(=O)N3CCCCC3)cc2NC(=O)c2cccc([N+](=O)[O-])c2)CC1	12%	5%	3%	?	-7	-4%	0%	-3%	0%	13%	49
O=C(COC(=O)Cc1ccccc1F)Nc1ccccc1[N+](=O)[O-]	-3%	.	-4%	.	5	.	0%	0%	2%	.	-6
O=C(Nc1ccc(F)cc1)C1=CC(=O)N2CCN=C2S1	2%	-14%	.	-1%	0	-5%	1%	?	-1%	6%	.
COC(=O)[C@]1(C)N[C@H](CN(C)C(=O)c2ccc(C)cc2)[C@@H]2C(=O)N(C)C(=O)[C@@H]21	-27%	.	-4%	.	26	.	0%	0%	.	.	5
CCCCCC(=O)N1CCCC1	16%	-23%	1%	-7%	1	3%	6%	-1%	-2%	2%	-1
O=C(CCc1ccccc1)Nc1nnc(-c2ccc3c(c2)OCCO3)o1	-3%	-4%	-4%	-2%	48	7%	0%	2%	-4%	-1%	8
COc1cccc(CC(NC(C)=O)C(=O)NC2CCN(C(=O)Nc3ccc(C)cc3)CC2)c1 (configuration not stated)	2%	92%[activator]	-1%	-2%	-3	2%	3%	-1%	0%	-3%	-2
COc1ccc(-c2oc3ncnc(NCCN4CCOCC4)c3c2-c2ccc(OC)cc2)cc1	2%[15.4 µM]	-6%	-3%	5%	1	?	0%	-18%	4%	3%	3
CC(=O)c1cccc(OCc2cc(C(=O)N3C[C@@H](C)O[C@@H](C)C3)no2)c1	6%	-9%	-1%	-4%	-2	-6%[0.46 µM]	0%	-5%	-5%	0%	-5
CCCCn1c(N)c(N(CC(C)C)C(=O)COC(=O)Cc2cccc(OC)c2)c(=O)[nH]c1=O	-10%	.	1%	.	3	.	1%	-6%	-4%	.	4
CCN1CCN(C(=O)CN(c2ccc(F)c(Cl)c2)S(C)(=O)=O)CC1	12%	-18%	-1%	-3%	-3	-16%	0%	3%	1%	1%	0
Nn1c(SCC(=O)Nc2ccc3c(c2)OCO3)nncc1=O	-12%	-15%	3%	-6%	-6	30%	0%	3%	1%	6%	0
O=C(/C=C/c1ccc(F)cc1)N1CCCc2ccccc21	9%	?	-4%	10%	-1	1%	-6%	-4%	-5%[9.22 µM]	-1%	-4
Cc1ccc(S(=O)(=O)N2CCOCC2)cc1NC(=O)CSc1ccc(Cl)cc1	6%	.	-1%	.	-7	.	2%	-17%	1%	.	-4
CC(C)(C)C(=O)Nc1ccnn1C1CCN(C(=O)c2cccc(Cl)c2)CC1	0%	.	-1%	-3%	-14	1%	1%	-1%	-2%	-2%	2
COc1cccc(OC)c1NC(=O)C1CCCN1C(=O)NCc1ccccc1 (configuration not stated)	-6%	30%[activator]	-1%	?	15	10%	-1%	5%	-3%	0%	-18
O=C(C[C@H]1C(=O)N(c2ccc(F)c(F)c2)C[C@@H]1Cc1ccccc1)Nc1ccccc1	-9%	37%[activator]	5%	-12%	-7	6%	2%	?	-5%	.	0
COc1ccccc1N1CCN(S(=O)(=O)CCNC(=O)c2cc(OC)c(OC)c(OC)c2)CC1	4%	1%	-1%	0%	1	.	-1%	-18%	-3%	-3%	-20

Screens (PubChem)

These rows are one share of the data; count on the stated rates, not on these rows.
